# TRPC4 agonist: TRPC4 (mouse) channel activation | Q9QUQ5 | HEK293 TRPC4beta/mu-opioid, Fluo4 calcium fluorescence; active compounds read high | B-score at 10 µM | 0.49% of 310,000 active | AID 2237;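 active means B-score above 5 SD of library B-scores, and initial fluorescence ratio not above library mean plus 5 SD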;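 further: positive B-score marks a calcium rise read as TRPC4 activation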
#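 Assay system: HEK293 cells stably co-expressing mouse TRPC4beta and mu-opioid receptor / Timing: Fluo4 dye loading 45 min at room temperature, 110 s recording / Signal: Fluo4 calcium-sensitive dye fluorescence, kinetic, 1 Hz baseline / Read-out: integrated baseline-normalised fluorescence ratio, converted to per-well B score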
# TMEM16A act: activates or potentiates the mouse TMEM16A chloride channel; HEK293 TMEM16A/YFP-H148Q/I152L, iodide quench fluorescence; active compounds read low; AID 623877; 0.3% of 340,000 active; B-score at 10 µM; Q8BHY3;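 active means fluorescence-ratio B-score plate-corrected deviation score at least 3 library SD below zero, with starting fluorescence score within 5 deviations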;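 further: channel opened by trigger with iodide after compound preincubation; score built on the fluorescence ratio of max minus min over baseline; more negative score means more quench and so TMEM16A activation or potentiation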
# TMEM16A inh: inhibitors of mouse TMEM16A calcium-activated chloride channel | HEK293 TMEM16A/YFP iodide influx fluorescence, ionomycin | normalized B-score (activity score, 25-100; higher = stronger inhibition) at 10 µM | 1.2% of 310,000 active | Q8BHY3;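 active means ratio plate-corrected score three or more library SD toward inhibition, starting fluorescence score within five deviations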;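 further: score derived from kinetic fluorescence span divided by baseline fluorescence per well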
# MrgX1 antagonist: antagonists of human MrgX1 receptor; MRGX1-HEK293 calcium flux, Fluo-4, BAM8-22 antagonism; active compounds read low; B-score at 10 µM; 1.3% of 310,000 active;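 active means calcium-response B-score plate-corrected more than 3 library SD below zero, starting fluorescence within 5 deviations, no agonist response on first addition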;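 further: peak minus trough fluorescence over baseline after final BAM8-22 challenge near maximal dose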
# Target sequence (Q96LB2 whole entry, looked up): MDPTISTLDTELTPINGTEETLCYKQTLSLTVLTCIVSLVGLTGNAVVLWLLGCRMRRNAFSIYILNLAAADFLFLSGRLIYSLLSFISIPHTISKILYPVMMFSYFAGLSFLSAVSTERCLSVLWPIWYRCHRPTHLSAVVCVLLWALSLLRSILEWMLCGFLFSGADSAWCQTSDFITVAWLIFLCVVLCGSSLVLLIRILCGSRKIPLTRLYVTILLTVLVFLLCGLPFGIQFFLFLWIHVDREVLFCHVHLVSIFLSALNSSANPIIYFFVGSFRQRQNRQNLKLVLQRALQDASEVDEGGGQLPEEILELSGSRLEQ
# TRPC6 act: mouse TRPC6 channel activation. HEK293-TRPC6 membrane potential dye fluorescence; active compounds read high. B-score at 10 µM. 0.13% of 310,000 active. AID 2550;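 active means B-score of the integrated fluorescence ratio above library mean plus 3 SD, and starting fluorescence ratio within library mean plus 5 SD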;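 further: higher score means more depolarization so channel activation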
# TRPC6 inh: inhibitors of mouse TRPC6 channel. Q61143. HEK293-TRPC6, membrane potential dye, ACh-evoked depolarization; active compounds read low. B-score at 10 µM. 1.1% of 310,000 active. AID 2553;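 active means B-score under library mean minus 3 SD, initial fluorescence not abnormally high, positive integrated signal ratio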;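 further: B-score derived from integrated fluorescence ratio over the kinetic read; more negative B-score means stronger inhibition of depolarization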
# MrgX1 allo act: human MrgX1 positive allosteric modulation, primary screen | MrgX1-HEK293, Fluo-4 calcium flux, FDSS; active compounds read high | B-score at 10 µM | 0.63% of 310,000 active;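 active means plate-corrected calcium response at least 3 library SD above typical, normal starting fluorescence, not activating the receptor alone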;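 further: compound read alongside a low EC10 to EC30 dose of BAM8-22 agonist; peak minus trough fluorescence over baseline measured at the second addition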
# RGS4 inh: inhibitors of human RGS4. P49798. HEK293 M3R/RGS4 inducible, Fluo-4 calcium flux; active compounds read high; triggered by carbachol at its EC20. B-score at 10 µM. 0.45% of 310,000 active. AID 463165;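 active means B-score, a plate-corrected calcium signal, over three deviations above library mean, with baseline fluorescence within five deviations of library mean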;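 further: RGS4 expression induced by doxycycline in cells with stable M3 receptor; B-score is computed from the integrated fluorescence ratio over baseline after carbachol; higher B-score means a larger calcium signal and so more RGS4 inhibition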
# Target sequence (P49798 whole entry, looked up): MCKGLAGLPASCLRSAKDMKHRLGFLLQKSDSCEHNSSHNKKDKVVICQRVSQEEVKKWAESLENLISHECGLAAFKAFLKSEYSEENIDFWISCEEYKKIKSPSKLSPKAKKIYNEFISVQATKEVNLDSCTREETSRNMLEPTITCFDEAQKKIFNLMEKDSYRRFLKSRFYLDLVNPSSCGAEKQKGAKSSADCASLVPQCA
# MrgX1 ag: human MrgX1 receptor agonism, primary screen; MrgX1-HEK293 cells, Fluo-4 calcium fluorescence, agonist mode; active compounds read high; B-score at 10 µM; 0.44% of 310,000 active; AID 588627;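 active means calcium response B-score plate-corrected fluorescence ratio at least 3 library SD, with starting fluorescence B-score inside 5 SD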
#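 Assay system: stable human MrgX1 HEK293 cell line. Quantity: 15,000 cells per well. Schedule: cells plated overnight, dye loaded 0.5 h 37 °C, 0.5 h room temperature. Detection: Fluo-4 NW calcium-flux fluorescence, kinetic read. Read-out basis: peak-minus-minimum fluorescence over baseline, converted to B scores. Control set: positive and negative control wells on each plate.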
# TRPC4 PAM: allosterically enhances the mouse TRPC4 cation channel; B-score at 10 µM; 0.42% of 310,000 active; AID 2227; Q9QUQ5; HEK293 TRPC4beta/mu-opioid, DAMGO EC20, Fluo-4 Ca2+ flux; active compounds read high;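 active means B-score of calcium response area above 5 SD of library B-scores, with initial fluorescence ratio within 5 SD of library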;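 further: B-score of integrated fluorescence ratio over time as area under calcium response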
# TRPC4 inh: inhibitors of mouse TRPC4 channel | Q9QUQ5 | HEK293 TRPC4beta/mu-opioid, DAMGO-evoked Fluo4 calcium flux; active compounds read low | B-score at 10 µM | 0.39% of 300,000 active | AID 2247;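 active means B-score over 3 SD under the library average, no early fluorescence shift, positive overall ratio signal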
#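 Signal: kinetic Fluo4 fluorescence imaging of calcium influx. Material: stable TRPC4beta/mu-opioid receptor HEK293 cells. Probe or stimulus: DAMGO in two steps, submaximal then maximal.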
# Numbers without * were called inactive; i = inactive; / = no result given. Rows were taken by chance. About 5.8% of those tested had a hit in this group.
structure	TRPC4 agonist	TMEM16A act	TMEM16A inh	MrgX1 antagonist	TRPC6 act	TRPC6 inh	MrgX1 allo act	RGS4 inh	MrgX1 ag	TRPC4 PAM	TRPC4 inh
CCCC(C)c1nc(C(N)=O)c2[nH]c(=O)n(-c3ccc(OC)c(OC)c3)c2n1 (configuration not stated)	i	i	i	i	i	i	i	i	i	i	i
CS(=O)(=O)N(CC(=O)Nc1ccc2c(c1)OCCO2)Cc1ccc(Cl)cc1	i	i	i	i	i	i	i	i	i	i	i
COc1ccc(NC(=O)Cc2cccs2)c(OC)c1	i	i	i	i	i	i	i	i	i	i	i
O=S(=O)(c1ccc(Br)cc1)N1CCN(c2cc(-c3ccccc3)nc3ncnn23)CC1	i	i	i	i	i	i	i	i	i	i	i
CC(C)Nc1nc(Cl)nc(NN(C)c2nc(N(C)C)nc(N(C)C)n2)n1	i	i	i	i	i	i	i	i	i	i	i
COC(=O)c1[nH]c2ccccc2c1NC(=O)c1ccccc1F	i	i	i	i	i	i	i	i	i	i	i
CC(=O)c1ccc(OC(C)C)c(CC(C(N)=O)C(N)=O)c1	i	i	i	i	i	i	i	i	i	i	i
CCC(C)[C@H](NC(=O)NCCC1=CCCCC1)C(=O)O (some centres not stated)	i	i	i	i	i	i	i	i	i	i	i
CC(C)CNc1nc(SCC(=O)Nc2ccccc2)nc(N2CCOCC2)n1	i	i	i	i	i	i	i	i	i	i	i
CCCOc1c(Br)cc(C(N)=O)cc1OCC	i	i	i	i	i	i	i	i	i	i	i
CCc1cc(C(=O)OC)c(NC(=O)CCCC(=O)O)s1	i	i	i	i	i	i	i	i	i	i	i
COc1ccc(-n2c(SCC(=O)Nc3nccs3)nnc2-c2ccoc2C)cc1	i	i	i	i	i	i	i	i	i	i	i
O=C(Nc1ccncc1)C1c2ccccc2Oc2ccccc21	i	i	i	i	i	i	i	i	i	i	i
CC(=O)C1=C(O)C(=O)N(c2ccc(Br)cc2)C1c1ccc(Cl)cc1 (configuration not stated)	i	i	i	i	i	i	i	i	i	i	i
CNC(=O)[C@H]1O[C@@H](n2cnc3c(NCc4cccc(I)c4)nc(Cl)nc32)[C@H](O)[C@@H]1O	/	i	i	i	/	/	i	/	i	/	/
COc1ccc(OC)c(/C=C2\SC(N3CCCCC3)=NC2=O)c1	i	i	i	i	i	i	i	i	i	i	i
COCCn1c(SCC(=O)Nc2cccc(C)n2)nnc1-c1ccco1	i	i	i	i	i	i	i	i	i	i	i
CC(=O)Nc1nonc1-c1nc2ccccc2n1CCC(C)C	i	i	i	i	i	i	i	i	i	i	i
COc1cc(/C=C(\C#N)C(=O)N2CCc3ccccc32)ccc1O	i	i	i	i	i	i	i	i	i	i	i
c1ccc(-c2cnc(-c3ccccc3)nc2)cc1	i	i	i	i	i	i	i	i	i	i	i
CC(=O)Oc1ccc2nc(/C=C/c3ccccc3)oc(=O)c2c1	i	i	i	i	i	i	i	i	i	i	i
N#Cc1cc(C(=O)Cc2ccccc2)c[nH]1	i	i	i	i	i	i	i	i	i	i	i
O=C(Nc1scc(-c2cccs2)c1C(=O)O)c1cccs1	i	i	i	i	i	i	i	i	i	i	i
CC(C)C(NS(=O)(=O)c1cccc2nsnc12)C(=O)NCc1ccc2c(c1)OCO2 (configuration not stated)	i	i	i	i	i	i	i	i	i	i	i
CCOc1ccccc1NC(=O)N1CCC(NC(=O)c2cccc(C)c2)CC1	i	i	i	i	i	i	i	i	i	i	i
CC1CCN(C(c2ccc(N(C)C)cc2)c2nnnn2Cc2ccccc2)CC1 (configuration not stated)	i	i	i	i	i	i	i	i	i	i	i
C=CCn1c(SCC(=O)Nc2cc(OC)c(NC(=O)c3ccco3)cc2OC)nnc1-c1ccncc1	i	i	i	i	i	i	i	i	i	i	i
CCN(CC)CCC(c1ccc2c(c1)OCO2)c1c(OC)cc(OC)c2c(-c3ccccc3)cc(=O)oc12 (configuration not stated)	i	i	i	i	i	i	i	i	i	i	i
Cc1cccc(Nc2nc(-c3ccc(O)c(O)c3)cs2)n1	i	i	i	i	i	i	i	i	i	i	i
Cc1ccc(NC(=O)c2ccc3c(c2)C(=O)N(c2cc(C)ccc2C)C3=O)nc1	i	i	i	i	i	i	i	i	i	i	i
c1ccc(Cn2c(CNc3nc4ccccc4n3CCN3CCOCC3)nc3ccccc32)cc1	i	i	i	i	i	i	i	i	i	i	i
CC(OC(=O)Cn1cnc2c1c(=O)n(C)c(=O)n2C)C(=O)NC1CCCCC1C (configuration not stated)	i	i	i	i	i	i	i	i	i	i	i
Clc1ccccc1CSc1ncccn1	i	i	i	i	i	i	i	i	i	i	i
COC(=O)c1ccc(C(=O)Nc2ccc3nc(-c4cccnc4)[nH]c3c2)cc1	i	i	i	i	i	i	i	i	i	i	i
COc1cccc(OC)c1C(=O)NC(=S)Nc1ccc2c(c1)C(=O)N(C)C2=O	i	i	i	i	i	i	i	i	i	i	i
CCn1nnc(NC(=O)c2ccc(Br)o2)n1	i	i	i	i	i	i	i	i	i	i	i
CC(C)n1cc(/C=N/Nc2ccc(Cl)c(C(=O)O)c2)c2ccccc21	i	i	i	i	i	i	i	i	i	i	i
CCN(CC)C(CNC(=O)c1cc(=O)[nH]c2ccccc12)c1ccccc1Cl (configuration not stated)	i	i	i	i	i	i	i	i	i	i	i
Cc1sc(NC(=O)c2cccnc2)nc1-c1ccccc1	i	i	i	i	i	i	11*	i	i	i	i
O=C(Nc1ccccc1)C1CCCCN1S(=O)(=O)c1ccccc1 (configuration not stated)	i	i	i	i	i	i	i	i	i	i	i
O=C(NCc1ccccn1)c1ccccc1-c1ccccc1	i	i	i	i	i	i	i	i	i	i	i
CCc1ccc(N2CC(C(=O)Nc3ccc(S(=O)(=O)Nc4ncccn4)cc3)CC2=O)cc1 (configuration not stated)	i	i	i	i	i	i	i	i	i	i	i
CC(=O)c1cn(CC(=O)NCc2cccnc2)c2ccccc12	i	i	i	i	i	i	i	i	i	i	i
O=c1c2c(nc3n1CCCCC3)sc1c(O)cccc12	/	i	i	i	/	/	i	/	i	/	/
COc1cc(CNc2ccccc2)c([N+](=O)[O-])cc1OC	i	i	i	i	i	i	i	i	i	i	i
NC1=NC(=Nc2ccc(Br)cc2)c2ccccc21	i	i	i	i	i	-5*	i	i	i	i	i
COc1ccc(/C=C/C(=O)NC(=S)NNC(=O)c2ccco2)cc1	i	i	i	i	i	i	i	i	i	i	i
COc1ccc(CCNC(=O)[C@H](CC(C)C)NC(=O)N2CCn3c2nc2ccccc23)cc1OC	i	i	i	i	i	i	i	i	i	i	i
COc1cc(/C=C2/SC(=O)N(CC(=O)N3CCCC3)C2=O)ccc1Oc1ccc([N+](=O)[O-])cn1	i	i	i	i	i	i	i	i	i	i	i
COC(=O)c1[nH]c2ccc(Br)cc2c1NC(=O)C(C)N1CCN(C2CCCCC2)CC1 (configuration not stated)	i	i	i	i	i	-7.6*	i	i	i	i	i
Cc1ccc(CNC(=O)CN2CCCC(C)C2)cc1 (configuration not stated)	i	i	i	i	i	i	i	i	i	i	i
O=C(Nc1cccc(Cl)c1)c1ccc(NCC2CCCO2)c([N+](=O)[O-])c1 (configuration not stated)	i	i	i	i	i	i	i	i	i	i	i
CCCc1cc(C(=O)NNC(=S)Nc2cccc(C)c2)cs1	i	i	i	i	i	i	i	i	i	i	i
CCCCOc1ccc(Cl)cc1CSc1nnc(C)n1N	i	i	i	i	i	i	i	i	i	i	i
Cc1nc2cnccc2n1C	i	i	i	i	i	i	i	i	i	i	i
O=C1CC(c2ccc(O)cc2)Oc2cc(O)ccc21 (configuration not stated)	i	i	i	i	i	i	i	i	i	i	i
Cc1nc2c(-c3ccc(Cl)cc3)cnn2c(N)c1-c1ccc(F)cc1	i	i	i	i	i	i	i	i	i	i	i
COc1ccccc1C(=O)Nc1cccc(NC(=O)c2ccccc2OC)n1	i	i	i	i	i	i	i	i	i	i	i
COCCSc1ccccc1C(=O)Nc1ccc(Cl)cn1	i	i	i	i	i	i	i	i	i	i	i
CC(CCCN(C)C)C(Cc1ccccc1)c1ccccc1 (configuration not stated)	i	i	i	i	i	i	i	i	i	i	i

# Following part:
structure	TRPC4 agonist	TMEM16A act	TMEM16A inh	MrgX1 antagonist	TRPC6 act	TRPC6 inh	MrgX1 allo act	RGS4 inh	MrgX1 ag	TRPC4 PAM	TRPC4 inh
CN(C)S(=O)(=O)c1ccc(/C(O)=C2/C(=O)C(=O)N(CCCN3CCOCC3)C2c2ccncc2)cc1 (configuration not stated)	i	i	i	i	i	i	i	i	i	i	i
O=[N+]([O-])c1ccc(S(=O)(=O)N/N=C/c2ccc3c(c2)OCO3)cc1	i	i	i	i	i	i	i	i	i	i	i
Cc1cc(C)c(NC(=O)COC(=O)Cc2cccs2)c(C)c1	i	i	i	i	i	i	i	i	i	i	i
C=CCn1c(SCN2C(=O)c3ccccc3C2=O)nc2ccc(Cl)cc2c1=O	i	i	i	i	i	i	i	i	i	i	i
Cc1cccc(-c2cc(C(=O)NCc3ccccn3)c3ccccc3n2)c1	i	i	i	i	i	i	i	i	i	i	i
COCCNC(=O)C(=O)N/N=C/c1cccs1	i	i	i	i	i	i	i	i	i	i	i
CCCCC1=CC2=C(c3ccco3)C(=O)C(C)(OC(=O)c3ccc(OC)cc3)C(=O)C2=CN1Cc1ccc(OC)cc1 (configuration not stated)	i	/	/	/	i	i	/	i	/	i	i
